High-throughput results: PubChem, several laboratories
Spn MK inh: S. pneumoniae MK inhibitors, primary screen, biochemical, PK/LDH-coupled NADH absorbance. purified MK, PK/LDH-coupled NADH absorbance 340 nm. AID 555, 2006. inhibition, % at 10 µM. mevalonate kinase [Streptococcus pneumoniae D39]. actives 0.48% (n = 65,000);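 active means ranked among the strongest by inhibition in the single 10 µM screen, a fixed top-ranked set picked for dose follow-up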; further: no value below 0 was filed
KRASV12 cytotoxicity: cytotoxicity in KRAS-transformed pancreatic duct cells, primary screen, cell-based, fluorescence, HTS (AID 431); HPDE-C7K KRASV12 cells, Alamar Blue viability, 48 h; higher % means a stronger effect; cytotoxicity, % at 10 µM, or EC50 in µM where a hit was titrated; actives 1.7% (n = 63,000);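 active means compounds whose percent cytotoxicity in the single-dose primary screen, scaled between solvent and toxic-drug controls, exceeds 50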;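 further: 0% = DMSO solvent wells and 100% = doxorubicin-treated wells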
TNAP inhibition: human TNAP enzyme inhibitors, biochemical, luminescent (AID 518) | Alkaline phosphatase, tissue-nonspecific isozyme (Homo sapiens) | purified TNAP enzyme, luminescent substrate readout; higher % means a stronger effect | inhibition, % at 20 µM; hits with a dose series show IC50 in µM | actives 0.09% (n = 64,000); in the data active means a potency from the dose series; inactive means the rest, 99 in 100 with inhibition below about 22%;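 further: plate controls were vehicle for no effect and reference inhibitor for full effect; many of its hits are not listed in these tables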
Bfl-1 displacement: Bfl-1 inhibitors, primary screen, biochemical, fluorescence polarization, FITC-Bid, mouse (AID 432) | Bcl-2-related protein A1 (Mus musculus) | FITC-Bid BH3 peptide fluorescence polarization displacement; higher % means a stronger effect | one-dose displacement, % at 20 µM; IC50 in µM for titrated hits | actives 0.02% (n = 64,000); in the data active means a potency from the dose series; inactive means the rest, 99 in 100 with displacement below about 15%; further: strong numbers were not always called active
HPDE-C7 cytotoxicity: cytotoxicity in HPDE-C7 cells, cell-based, fluorescence, HTS (AID 430); HPDE-C7 pancreatic duct cells viability, fluorescence; higher % means a stronger effect; cytotoxicity, % at 10 µM, or EC50 in µM where a hit was titrated; actives 1.8% (n = 63,000);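 further: cells exposed to compound for 48 hours before viability readout; 0% = vehicle and 100% = reference cytotoxic drug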
LYP inhibition: LYP phosphatase inhibitors, primary screen, biochemical, DiFMUP fluorescence, recombinant catalytic domain, 10 µM (AID 606). inhibition, % at 10 µM; hits with a dose series show IC50 in µM. recombinant LYP catalytic domain, DiFMUP fluorescence; higher % means a stronger effect. 52,000 tested, under 10 active;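 active means IC50 under 40 µM in the dose-response test; inactive means IC50 of 40 µM or more, or never dose-tested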
HT1080 viability: cytotoxicity in HT1080 fibrosarcoma cells, cell-based, fluorescence readout (AID 620) | HT1080 viability, fluorescence; higher % means a stronger effect | cytotoxicity, % at 10 µM, or EC50 in µM where a hit was titrated | actives 0.42% (n = 87,000);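 further: cells exposed to compound overnight then 4 h with Alamar Blue; 0% = vehicle DMSO and 100% = killing control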
PMK inhibit: S. pneumoniae PMK inhibitors, primary screen, biochemical, mevalonate pathway, pilot trial included. inhibition, % at 10 µM. actives 0.49% (n = 65,000). purified PMK, PK/LDH-coupled NADH absorbance 340 nm. phosphomevalonate kinase (Streptococcus pneumoniae D39);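 active means top-ranked compounds by inhibition in the single 10 µM screen, taking a fixed number of the strongest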;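 further: 0% = full reaction with DMSO carrier and 100% = background rate without enzyme reaction; no value below 0 was filed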
DPM-DC inhibit: S. pneumoniae DPM-DC inhibitors, primary screen, biochemical, PK/LDH-coupled NADH fluorescence; calls only at 10 µM; AID 556, 2006; actives 0.49% (n = 65,000); diphosphomevalonate decarboxylase (Streptococcus pneumoniae D39); purified DPM-DC;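 active means the 320 compounds with the highest percent inhibition in the single-dose primary screen, excluding strongly autofluorescent ones, cut at about 32% in these data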;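 further: kinetic rate of NADH fluorescence loss reporting ADP formed by the decarboxylase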
PMK inhibit pilot replicates: further read-out of PMK inhibit, marked with its call; inhibition, %; measured here: pilot screen replicates
Spn MK inh pilot replicates: also measured in Spn MK inh; calls as there; inhibition, %; measured here: pilot screen replicates
DPM-DC inhibit pilot screen %: recorded beside DPM-DC inhibit, whose call it bears; inhibition, %; measured here: pilot screen trials
The depositor's hits bear a star; i = inactive; nt = no result given; & = joins results of further samples. Unless noted, no stated cut-off is given here; in the data, active means cytotoxicity above about 50%; inactive means the rest.

SMILES	Spn MK inh	KRASV12 cytotoxicity	TNAP inhibition	Bfl-1 displacement	HPDE-C7 cytotoxicity	LYP inhibition	HT1080 viability	PMK inhibit	DPM-DC inhibit	others
O=c1cc(NCc2ccccc2)nc2n1CCCS2	1	-5%	10%	-2%	-16%	8%	1%	11	i	PMK inhibit pilot replicates=1.0;Spn MK inh pilot replicates=4.0;DPM-DC inhibit pilot screen %=1.0
COc1cccc(OCCn2c(C)c(/C=N/n3cnnc3)c3ccccc32)c1	11	86%*	0%	-4%	76%*	2%	4%	15	i
CC(NC(=O)COc1cc(=O)n(C)c2ccccc12)c1ccc2c(c1)OCCO2 (stereo unspecified)	6	0%	9%	0%	-5%	7%	-7%	13	i
COCCC(=O)N(Cc1ccc2c(c1)OCO2)C(C(=O)NC1CCCCC1)c1ccncc1 (stereo unspecified)	0	-10%	3%	10%	-14%	nt	-16%	6	i
CCOC(=O)c1sc(NC(=O)CSc2nc3c(cc2C#N)CCCCCC3)c(C#N)c1C	2	82%*	5%	-4%	80%*	nt	0%	4	i
Cc1cccc(N)c1SC1CCCCC1O (stereo unspecified)	9	6%	10%	5%	-7%	9%	9%	5	i
COc1cccc(C2C(C(=O)c3cc4cccc(OC)c4o3)=C(O)C(=O)N2c2cc(C)on2)c1OC (stereo unspecified)	2	31%	9%	-4%	6%	-2%	10%	9	i
CN(Cc1ccccc1)c1nc2c(c(=O)[nH]c(=O)n2C)n1Cc1ccccc1Cl	2	9%	17%	2%	4%	5%	15%	11	i	PMK inhibit pilot replicates=0.0;Spn MK inh pilot replicates=0.0;DPM-DC inhibit pilot screen %=3.5
O=C(Nc1nnc(CC(=O)N2CCCC2)s1)c1cnccn1	4	-2%	7%	-1%	-2%	-5%	-6%	7	i
CCOc1ccc(N2C(=O)CC(N3CCN(c4ccccc4F)CC3)C2=O)cc1 (stereo unspecified)	8	-2%	16%	-3%	-3%	7%	-7%	5	i
O=C(NCc1ccco1)C1CCCN(S(=O)(=O)c2cccc3cccnc23)C1 (stereo unspecified)	4	8%	6%	0%	-15%	-6%	-5%	10	i
CC(C)n1c(=O)[nH]c2ccccc21	14	-15%	4%	-8%	-19%	nt	4%	6	i
Cc1cc(C)cc(NC(=O)CCNS(=O)(=O)c2ccc3c(c2)oc(=O)n3C)c1	0	-24%	9%	14%	-44%	-1%	9%	8	i	PMK inhibit pilot replicates=2.5;Spn MK inh pilot replicates=0.0;DPM-DC inhibit pilot screen %=0.0
CCC1CCCCN1C(=O)CSc1nc2c(cnn2-c2ccc(C)cc2)c(=O)[nH]1 (stereo unspecified)	5	-13%	5%	7%	-16%	4%	-1%	4	i
COc1ccc(-c2nc(CSCC(=O)NCc3ccc4c(c3)OCO4)c(C)o2)cc1OC	0	1%	14%	-18%	-2%	nt	nt	0	i	PMK inhibit pilot replicates=2.5;Spn MK inh pilot replicates=1.0;DPM-DC inhibit pilot screen %=0.0

Copied from the listing for reference:
SMILES	Spn MK inh	KRASV12 cytotoxicity	TNAP inhibition	Bfl-1 displacement	HPDE-C7 cytotoxicity	LYP inhibition	HT1080 viability	PMK inhibit	DPM-DC inhibit	others
O=c1cc(NCc2ccccc2)nc2n1CCCS2	1	-5%	10%	-2%	-16%	8%	1%	11	i	PMK inhibit pilot replicates=1.0;Spn MK inh pilot replicates=4.0;DPM-DC inhibit pilot screen %=1.0
COc1cccc(OCCn2c(C)c(/C=N/n3cnnc3)c3ccccc32)c1	11	86%*	0%	-4%	76%*	2%	4%	15	i
CC(NC(=O)COc1cc(=O)n(C)c2ccccc12)c1ccc2c(c1)OCCO2 (stereo unspecified)	6	0%	9%	0%	-5%	7%	-7%	13	i

Returning to the listing; the 2 compounds before the break are reprinted first.
SMILES	Spn MK inh	KRASV12 cytotoxicity	TNAP inhibition	Bfl-1 displacement	HPDE-C7 cytotoxicity	LYP inhibition	HT1080 viability	PMK inhibit	DPM-DC inhibit	others
CCC1CCCCN1C(=O)CSc1nc2c(cnn2-c2ccc(C)cc2)c(=O)[nH]1 (stereo unspecified)	5	-13%	5%	7%	-16%	4%	-1%	4	i
COc1ccc(-c2nc(CSCC(=O)NCc3ccc4c(c3)OCO4)c(C)o2)cc1OC	0	1%	14%	-18%	-2%	nt	nt	0	i	PMK inhibit pilot replicates=2.5;Spn MK inh pilot replicates=1.0;DPM-DC inhibit pilot screen %=0.0
CCOc1ccccc1NC(=O)C1CCC(CNc2c(N3CCOCC3)c(=O)c2=O)CC1 (stereo unspecified)	5	3%	12%	1%	-1%	5%	5%	12	i
CCN(CCCNC(=O)COc1cc(=O)n(CC)c2ccccc12)Cc1ccccc1	5	0%	6%	-5%	-6%	-5%	18%	7	i
O=C(CCN1C(=O)c2ccccc2C1=O)OCN1C(=O)c2ccccc2C1=O	0	-5%	13%	3%	-3%	nt	3%	2	i	PMK inhibit pilot replicates=0.0;Spn MK inh pilot replicates=2.5;DPM-DC inhibit pilot screen %=0.0
COc1cccc(CN2C(=O)CCC2(C)C(=O)NC2CCCCC2)c1 (stereo unspecified)	7	-6%	8%	-1%	-3%	9%	0%	8	i
Cc1ccc(C)c(NC(=O)CS(=O)(=O)c2c[nH]c3ccccc23)c1	6	0%	15%	-1%	-11%	8%	-4%	10	i
O=C(NC1CCCCC1)N1CCc2[nH]c3ccccc3c2C1	8	nt	4%	1%	nt	1%	1%	9	i
Cc1cc(Nc2ccc(N3CCC(C)CC3)cc2)n2ncnc2n1	13	-5%	8%	4%	3%	nt	-8%	10	i	PMK inhibit pilot replicates=0.0;Spn MK inh pilot replicates=0.0;DPM-DC inhibit pilot screen %=0.0
O=C(O)C1CCCCC1C(=O)NCc1cn2ccccc2n1 (stereo unspecified)	2	-6%	13%	-4%	-6%	-3%	6%	0	i
OC(Cn1ccnc1)c1ccc(Cl)cc1Cl (stereo unspecified)	8	0%	13%	1%	-4%	-29%	0%	5	i
Cc1cc2nc(C)n3c4ccccc4nc3n2n1	0	0%	5%	-6%	-7%	nt	-4%	4	i
CC(C)c1nc(SCC(=O)NCc2ccc3c(c2)OCO3)c2c(=O)n(C)c(=O)n(C)c2n1	3	-10%	-6%	-4%	-21%	6%	3%	0	i
COc1cc(NC(=O)C2COc3ccccc3O2)c(OC)cc1Cl (stereo unspecified)	13	-14%	7%	-8%	-25%	nt	-7%	7	i
Cc1ccc(-c2nnn(CC(=O)N(Cc3cccs3)C(C(=O)NC(C)(C)C)c3ccc(C)o3)n2)o1 (stereo unspecified)	12	21%	19%	-5%	12%	10%	-2%	10	i	PMK inhibit pilot replicates=0.0;Spn MK inh pilot replicates=2.5;DPM-DC inhibit pilot screen %=2.5
COc1cccc(NC(=O)COC(=O)c2ccco2)c1	0	-13%	10%	8%	-22%	11%	-2%	16	i	PMK inhibit pilot replicates=0.0;Spn MK inh pilot replicates=0.0;DPM-DC inhibit pilot screen %=0.0
COC(=O)c1ccc(-c2nn(C)c(=O)c3ccccc23)cc1	11	-5%	10%	1%	-6%	5%	1%	14	i	PMK inhibit pilot replicates=5.0;Spn MK inh pilot replicates=2.0;DPM-DC inhibit pilot screen %=3.5
O=C(CCCCCN1C(=O)c2ccccc2C1=O)NCCc1nc2ccccc2[nH]1	7	6%	11%	-2%	-15%	nt	-7%	2	i
CCn1c(SCC(=O)N2CCN(c3ccc(F)cc3)CC2)nc2ccccc2c1=O	5	8%	4%	0%	6%	5%	-1%	3	i
CCN1CCC(NC(=O)c2cc(OC)c(OC)cc2OC)CC1	4	-3%	-4%	5%	6%	-2%	-5%	0	i
Cc1cc(C)cc(N(C(=O)c2ccc3c(c2)OCO3)C2C=CS(=O)(=O)C2)c1 (stereo unspecified)	0	9%	3%	2%	6%	2%	1%	10	i
C/C=C/Cn1c(SC)nc2c1c(=O)[nH]c(=O)n2C	0	-22%	5%	2%	-14%	-4%	2%	0	i
Cc1ccc(CNC(=O)C(OC(=O)c2ccco2)C(C)C)cc1 (stereo unspecified)	5	3%	11%	0%	2%	4%	-12%	8	i
O=C(O)CCSc1nc2ccccc2s1	0	-3%	14%	-3%	8%	5%	nt	4	i
COc1cccc(C2=N/C(=C\N(C)C)C(=O)O2)c1	11	-2%	10%	18%	-4%	9%	4%	0	i
Oc1cccc(-c2nc3ccccc3s2)c1	10	1%	7%	5%	-1%	-1%	nt	10	i
CCC(=O)N(CCc1ccccc1C)Cc1cc2cc3c(cc2[nH]c1=O)OCO3	9	-21%	10%	-3%	-1%	-2%	-25%	13	nt
COc1cc2nc(N3CCN(C(=O)C4CCCO4)CC3)nc(N)c2cc1OC (stereo unspecified)	3&6	-1%&-7%	11%&14%	-9%&-6%	-5%&6%	3%&16%	23%&0%	9&6	nt	PMK inhibit pilot replicates=3.5;Spn MK inh pilot replicates=0.0
CC(C)(C)NC(=O)C(c1ccncc1)N(C(=O)c1csnn1)C1CC1 (stereo unspecified)	11	-1%	12%	-8%	-7%	nt	5%	9	i
Cc1ccccc1NC(=O)C1CC(Cl)=CCC1C(=O)O (stereo unspecified)	10	-6%	1%	-1%	-5%	nt	-4%	8	i
COc1ccc2[nH]c(=O)c(CN(Cc3cccnc3)C(=O)Nc3ccccc3)cc2c1	4	-17%	-4%	0%	-14%	8%	29%	13	i
COC(=O)c1ccc(N2C(=O)CC(N3CCN(C(=O)c4ccco4)CC3)C2=O)cc1 (stereo unspecified)	1	0%	14%	-4%	-5%	nt	5%	5	i	PMK inhibit pilot replicates=2.5;Spn MK inh pilot replicates=0.0;DPM-DC inhibit pilot screen %=2.5
Nc1nc(-c2cccnc2)nn1C(=O)c1ccco1	10	nt	9%	1%	nt	nt	5%	11	i
CCCCn1c(N(CCOC(C)=O)C(C)=O)nc2ccccc21	0	-2%	1%	-5%	-9%	nt	-3%	7	i
Cc1nn(CC(=O)Nc2ccc(C(=O)N3CCCC3)cc2)c(=O)c2ccccc12	3	-2%	7%	-3%	9%	-11%	-9%	2	i
COc1nc(NCC(C)C)nc(Oc2ccc(=O)n(-c3ccccc3)n2)n1	7	6%	5%	-4%	10%	11%	-5%	4	i
COc1ccc(NC(=O)c2cnc3ccccn3c2=O)c(OC)c1	0	2%	13%	-4%	1%	7%	1%	4	i
